Compound activity deposited in PubChem BioAssay by several laboratories.
NR2E3 ag-1 – inhibitors of NR2E3-RetCOR corepressor binding, primary screen, NR2E3 agonist project, biochemical, TR-FRET, GST-NR2E3, biotin-RetCOR; 1536-well; inhibition of corepressor binding, % at 4.78 µM; hit rate 0.12% among 320,000; AID 2300, 2010;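 active = percent inhibition above the cutoff of mean plus 3 SD of all tested compounds, set per screening campaign, cut at about 20% in these data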;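 note: 0% = DMSO wells and 100% = biotin wells as full block of FRET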
Target sequence (Q9Y5X4 whole entry, looked up): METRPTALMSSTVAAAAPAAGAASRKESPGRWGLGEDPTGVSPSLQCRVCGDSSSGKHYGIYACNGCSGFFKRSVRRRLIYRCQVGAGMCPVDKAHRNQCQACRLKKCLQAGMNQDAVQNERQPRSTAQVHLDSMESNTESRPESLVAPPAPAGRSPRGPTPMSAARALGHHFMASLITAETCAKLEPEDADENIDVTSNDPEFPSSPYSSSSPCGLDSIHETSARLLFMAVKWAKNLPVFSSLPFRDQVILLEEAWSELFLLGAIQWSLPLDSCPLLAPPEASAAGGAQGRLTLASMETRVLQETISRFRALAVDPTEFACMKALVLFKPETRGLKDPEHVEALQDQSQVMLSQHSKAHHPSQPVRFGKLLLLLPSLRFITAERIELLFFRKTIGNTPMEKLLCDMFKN
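Format: 1536-well format; test system: GST-NR2E3 and biotin-RetCOR proteins; read-out basis: percent inhibition of TR-FRET ratio; timing: 5 h incubation at 4 °C; detection: time-resolved FRET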
PDI inh – inhibitors of human PDI, primary screen, biochemical, turbidity, single point, plate reader | PDI insulin aggregation turbidity, A650, 90 min | AID 588391, 2011 | inhibition, % at 10 µM | Protein disulfide-isomerase (Homo sapiens), P07237 | hit rate 0.052% among 350,000;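 active = mean inhibition across replicates of 30% or more, whatever share of single replicates reach that level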;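 note: absorbance from insulin aggregation driven by PDI reduction with DTT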
iPSC survival up – enhancers of single-cell hiPSC survival, primary screen, ATPlite luminescence | 100% = ROCK inhibitor wells, 0% = DMSO | survival enhancement, % at 20 µM | hit rate 0.044% among 360,000; in the data active = survival enhancement above about 18%;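 note: cells exposed to compounds for 16 hours before the ATP read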
CaV13 ICDI inh – Primary screen for inhibitors of IQ motif and Ca2+-dependent inactivation inhibitor domain binding in CACNA1D, Förster resonance energy transfer in living cells, …; HEK cells, CFP/YFP FRET ICDI-IQ, plate reader, 10 min; percent FRET-ratio fall versus neutral wells; inhibition, % at 12.3 µM; hit rate 0.098% among 340,000; AID 743397;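 active = mean replicate inhibition of at least 30% and at least 1% of replicates passing that level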;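 note: 0% = median of the neutral control wells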
Shn3 inh set2 – reduction of Shn3 3'UTR firefly luciferase signal, primary screen, Schnurri-3 inhibitor project, cell-based, Clone20 osteoblasts, set 2 | Clone20 osteoblast Shn3 3'UTR firefly luciferase, 24 h | inhibition, % at 12.5 µM | hit rate 0.52% among 360,000;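 active = mean inhibition of at least 75% with every replicate also reaching 75%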;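 note: 0% = median of neutral control wells and 100% = pilot-screen positive control compound; some compounds past the cut are filed as inactive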
NR2E3 ag-2 – NR2E3 agonists in two-hybrid cells, primary screen, cell-based, luminescence, CHO-S, Gal4-NCOR/VP16-NR2E3. Photoreceptor-specific nuclear receptor (Homo sapiens), Q9Y5X4. AID 602229, 2012. luciferase. hit rate 0.35% among 360,000. inhibition of corepressor binding, % at 3.98 µM;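 active = inhibition above the mean of all tested compounds plus 3 SD, cut at about 70% in these data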;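 note: 0% = DMSO with NR2E3 transfected cells and 100% = cells lacking NR2E3 construct; higher means lower luciferase signal from less NR2E3 corepressor binding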
Peg3 prom inh – Peg3 promoter-driven luciferase inhibitors, primary screen, cell-based, HeLa, luciferase luminescence; HeLa PEG-Prom luciferase reporter, overnight; inhibition, % at 20 µM; hit rate 1.7% among 360,000; AID 588405, 2011;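 active = inhibition of at least 50% at 20 µM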
HTR2A ag – mouse Htr2a agonists via beta-arrestin recruitment, primary screen, cell-based, luminescence; hit rate 0.66% among 360,000; AID 624169, 2012; CHO-K1 mHTR2A beta-arrestin complementation; percent of 30 µM serotonin response; activation, % at 7.6 µM;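 active = activation above a run cutoff, the mean activation of all tested compounds plus 3 SD, cut at about 14% in these data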;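 note: 0% = plate median of compound wells and 100% = 30 µM serotonin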
Target sequence (P35363 whole entry, looked up): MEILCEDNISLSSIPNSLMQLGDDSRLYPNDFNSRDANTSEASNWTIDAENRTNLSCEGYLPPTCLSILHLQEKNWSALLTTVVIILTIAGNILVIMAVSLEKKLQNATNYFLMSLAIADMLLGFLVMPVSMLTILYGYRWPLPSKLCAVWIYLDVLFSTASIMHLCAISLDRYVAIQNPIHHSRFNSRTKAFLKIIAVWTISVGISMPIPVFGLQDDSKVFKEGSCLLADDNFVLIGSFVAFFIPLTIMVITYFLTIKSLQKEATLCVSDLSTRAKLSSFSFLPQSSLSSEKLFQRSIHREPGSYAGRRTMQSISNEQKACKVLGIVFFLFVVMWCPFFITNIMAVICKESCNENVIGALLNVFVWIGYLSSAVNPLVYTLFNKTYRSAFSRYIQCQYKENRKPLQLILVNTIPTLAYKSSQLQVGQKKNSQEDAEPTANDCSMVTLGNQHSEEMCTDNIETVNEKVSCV
HIF-2a block – HIF-2a reporter inhibitors, primary screen, luminescence, 786-0 RCC cells; inhibition, % at 18.8 µM; hit rate 0.72% among 360,000; 786-0 RCC cells HIF-2a reporter, luciferase luminescence, overnight;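 active = inhibition of the luminescence signal of 40% or more relative to plate controls, in a single-dose primary screen at 18.75 µM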
MITF TRPM1 inh – inhibitors of MITF-dependent TRPM1 promoter reporter, primary screen, cell-based, SK-MEL-5, single point, luciferase | hit rate 0.83% among 330,000 | SK-MEL-5 TRPM1 promoter luciferase, 24 h | inhibition, % at 12.5 µM;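 active = mean inhibition across replicates of 60% or more, whatever share of single replicates reaches that level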; note: values of inactives mirror those of a sister screen read the other way
H9c2 protect – cardioprotection against H2O2-induced cell death, primary screen, uHTS, H9c2 cells, ATPLite luminescence. H9c2 cardiomyocytes, H2O2 injury protection, 2 h. protection from H2O2 cell death, % at 20 µM. hit rate 0.63% among 360,000;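 active = compounds giving at least 50% protection of heart cells from peroxide-induced death in the single-dose screen, raw or plate-pattern-corrected value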;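 note: 0% = DMSO wells with peroxide and 100% = DMSO wells without peroxide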
* = called active by the depositor; nt = no result given.

1: O=C(CN1CCN(C(=O)CNC(=O)c2ccc(-c3ccccc3)cc2)CC1)Nc1ccccc1Cl
2: COc1ccccc1NC(=O)c1[nH]c(C)c(C(C)=O)c1C
3: C/C(=N\NC(=O)C1CCCC1)c1ccc(NC(=O)C(F)(F)F)cc1
4: Cc1cccc(-n2cc[nH]c2=S)c1
5: Cc1cc2c(cc1C)-c1c(ssc1=Nc1ccc(S(N)(=O)=O)cc1)C(C)(C)N2
6: Cc1cc(C)n(CC(=O)Nc2ccc(N3CCOCC3)c(Cl)c2)c(=O)c1C#N
7: Cc1cc(C)n(C(=O)CCC(=O)Nc2ccc(C)c(C)c2)n1
8: CCCc1nnc(SCC(=O)Nc2nccs2)o1
Assay by compound,1,2,3,4,5,6,7,8
NR2E3 ag-1,nt,2,nt,-4,2,0,2,1
PDI inh,2,1,1,1,5,9,25,7
iPSC survival up,1.3,0.7,-1.9,-2.5,-0.4,0.1,-1.6,0.2
CaV13 ICDI inh,-15,nt,-5,-4,-7,-2,-3,-4
Shn3 inh set2,25,-26,-20,3,16,-10,-10,3
NR2E3 ag-2,47,7,-32,-26,-24,-11,-21,14
Peg3 prom inh,33,-10,-14,6,44,-11,14,-8
HTR2A ag,-3,-3,1,3,-4,-3,0,3
HIF-2a block,-8,-44,-4,13,22,2,13,-4
MITF TRPM1 inh,nt,7,nt,9,20,1,2,-5
H9c2 protect,-1,-7,2,0,-15,4,-4,2

9: CC(C)NS(=O)(=O)c1cccc2nsnc12
10: Cc1[nH]c2ccccc2c1C(c1ccncc1)N1CCN(c2ccccc2F)CC1 (stereo unspecified)
11: Cc1nc(-c2ccc(Br)cc2)ccc1C(=O)O
12: CC(C)C[C@H]1CNC(=O)C(=O)N1C[C@@H]1CCCN1C[C@H](Cc1ccccc1)N1C[C@H](CC(C)C)N(CC2CCCCCC2)C(=O)C1=O
13: CN(C(=O)COC(=O)c1ccc(Cl)c(S(=O)(=O)N2CCCCC2)c1)C1(C#N)CCCCC1
14: COC(=O)c1cc(Br)ccc1NC(=O)Nc1ccc(C)cc1
15: CN1CCN(c2nc3c(c(=O)n(C)c(=O)n3C)n2Cc2ccc(Cl)cc2)CC1
16: CCOC(=O)C1=C(Nc2ccccc2)CC(C)(O)C(C(=O)OCC)C1c1ccc(Br)cc1 (stereo unspecified)
Assay by compound,9,10,11,12,13,14,15,16
NR2E3 ag-1,-1,2,25*,nt,4,0,2,4
PDI inh,-3,18,-2,nt,3,-1,-2,-6
iPSC survival up,-1.4,-1.3,2.7,-0.3,-0.3,-1.8,0.2,-1.2
CaV13 ICDI inh,-5,-5,-6,-5,-7,-4,-2,-4
Shn3 inh set2,-5,0,5,nt,4,49,38,22
NR2E3 ag-2,17,-15,-6,-14,-3,-18,-15,-4
Peg3 prom inh,3,7,25,nt,3,-21,16,18
HTR2A ag,3,-6,-2,1,7,-6,0,4
HIF-2a block,11,31,2,14,13,-45,5,17
MITF TRPM1 inh,3,-2,7,nt,10,3,6,0
H9c2 protect,5,2,4,nt,-12,-10,12,-3

17: Cc1ccc(S(=O)(=O)N2[C@@H](c3ccc(F)cc3)C(C(=O)O)=CC[C@H]2c2ccc(C(C)C)cc2)cc1
18: CC1(C)Nc2ccccc2N(Cc2ccc([N+](=O)[O-])cc2)C1=O
19: Cc1csc(NC(=O)c2ccc[nH]c2=O)n1
20: CCOc1ccc(NC(=O)c2cccc(S(=O)(=O)Nc3c(C)n(C)n(-c4ccccc4)c3=O)c2)cc1
21: COc1ccc(S(=O)(=O)Nc2ccc3c(c2)n(C)c(=O)n3C)cc1OC
22: O=C(CCN1CCCCC1)N=Nc1c(O)[nH]c2ccccc12
23: Nn1cc(-c2ccccc2)nc1SCC(=O)N1CCN(S(=O)(=O)c2ccc(Cl)cc2)CC1
24: O=c1c(-c2cc3ccccc3o2)[n+]([O-])c2ccccc2n1OCc1ccccn1
Assay by compound,17,18,19,20,21,22,23,24
NR2E3 ag-1,2,1,2,nt,2,-1,-4,0
PDI inh,6,2,6,-8,9,-1,1,7
iPSC survival up,-1.3,-0.3,0.4,-1.9,0.2,1.1,-1.0,-0.8
CaV13 ICDI inh,-5,-4,-27,-5,-7,-6,-5,-5
Shn3 inh set2,8,-2,-75,12,-10,-15,-2,-51
NR2E3 ag-2,73*,9,-150,0,-29,12,-6,-118
Peg3 prom inh,20,21,-150,0,17,16,-1,-201
HTR2A ag,3,-1,-4,-4,5,-5,-3,0
HIF-2a block,16,25,-181,2,7,18,6,-232
MITF TRPM1 inh,-10,-4,-21,7,5,-1,1,-23
H9c2 protect,2,-2,-1,-8,6,4,-4,18

25: CC1CCCCN1S(=O)(=O)c1ccc(C(=O)Nc2nnc(-c3cccs3)o2)cc1 (stereo unspecified)
26: CCC(=O)Nc1ccc(S(=O)(=O)NCCc2ccccc2)cc1
27: Clc1ccc(CSc2nnc3ccccn23)c(Cl)c1
28: CCOC(=O)c1sc(NC(=O)CSc2nnnn2-c2ccccc2)nc1C
29: CC(=O)N/C(=C\c1cccc([N+](=O)[O-])c1)C(=O)NC1CCCCC1
30: O=C(NC1CCS(=O)(=O)C1)c1cccc(Cl)c1 (stereo unspecified)
31: CCC(C)(C)c1ccc(Oc2ccc(NC(=O)COC(=O)C3=COCCO3)cc2)cc1
32: O=C(Nc1ccc(Cl)cc1Cl)C1CCC(=O)N1Cc1ccccc1Cl (stereo unspecified)
Assay by compound,25,26,27,28,29,30,31,32
NR2E3 ag-1,-5,1,-5,-1,1,-6,-8,0
PDI inh,-3,-12,0,-4,5,-2,3,6
iPSC survival up,-0.5,-0.5,1.3,2.4,-0.7,-0.5,-2.0,-1.5
CaV13 ICDI inh,-5,-5,-3,-9,-6,-7,-5,-5
Shn3 inh set2,54,19,-24,39,-18,-9,-9,-13
NR2E3 ag-2,49,1,-70,9,-10,-12,23,-2
Peg3 prom inh,36,7,-162,23,5,2,12,23
HTR2A ag,9,7,2,-3,-4,1,-3,0
HIF-2a block,15,13,-152,17,-5,8,82*,15
MITF TRPM1 inh,25,9,-57,-7,-3,-2,12,-14
H9c2 protect,50,-8,4,11,4,0,-21,9

33: O=C(Cc1ccc([N+](=O)[O-])cc1)Nc1cccc(C(=O)N2CCOCC2)c1
34: CCOCCCn1c(=NC(C)=O)c(C#N)cc2c(=O)n3cccc(C)c3nc21
35: O=C(NCc1cccnc1)c1nnc(Cc2ccc(F)cc2)o1
36: COc1ccc(C(=O)c2ccc(Cl)c([N+](=O)[O-])c2)cc1
37: Cc1cccc2nc(C(=O)Nc3cc(Cl)ccc3-n3cncn3)cn12
38: Cc1ccc(F)c(S(=O)(=O)NC(=O)C2(C)CCN2C(=O)C2(c3ccc(Cl)cc3)CCC2)c1 (stereo unspecified)
39: CCCCNC(=O)C(CC)(ONc1ccccc1C(F)(F)F)c1ccccc1 (stereo unspecified)
40: COc1ccccc1-n1cc(CN2CCN(C3CCCC3)C(CCO)C2)cn1 (stereo unspecified)
41: Cc1ccc(C)c(NC(=O)CCC(=O)NNC(=S)Nc2ccccc2)c1
Assay by compound,33,34,35,36,37,38,39,40,41
NR2E3 ag-1,nt,3,1,0,6,nt,5,-1,-4
PDI inh,-4,2,-3,-2,-6,5,0,15,1
iPSC survival up,5.3,-0.2,-0.2,-3.6,-0.5,-2.3,-2.8,-0.9,-0.6
CaV13 ICDI inh,-3,-1,-6,-2,-5,-5,-3,-4,-1
Shn3 inh set2,10,-5,19,24,-12,9,76,6,-2
NR2E3 ag-2,-14,-7,-13,-8,-43,18,8,-11,-27
Peg3 prom inh,7,20,9,19,-83,6,13,-1,5
HTR2A ag,-4,2,4,-4,-6,-4,-5,-5,2
HIF-2a block,5,22,12,25,-85,7,10,13,5
MITF TRPM1 inh,11,3,-5,64*,nt,nt,5,6,-4
H9c2 protect,3,3,18,-6,27,3,-8,8,2

Six compounds already listed, arranged by length of the SMILES, descending.
38: Cc1ccc(F)c(S(=O)(=O)NC(=O)C2(C)CCN2C(=O)C2(c3ccc(Cl)cc3)CCC2)c1 (stereo unspecified)
33: O=C(Cc1ccc([N+](=O)[O-])cc1)Nc1cccc(C(=O)N2CCOCC2)c1
34: CCOCCCn1c(=NC(C)=O)c(C#N)cc2c(=O)n3cccc(C)c3nc21
40: COc1ccccc1-n1cc(CN2CCN(C3CCCC3)C(CCO)C2)cn1 (stereo unspecified)
37: Cc1cccc2nc(C(=O)Nc3cc(Cl)ccc3-n3cncn3)cn12
35: O=C(NCc1cccnc1)c1nnc(Cc2ccc(F)cc2)o1
Assay by compound,38,33,34,40,37,35
NR2E3 ag-1,nt,nt,3,-1,6,1
PDI inh,5,-4,2,15,-6,-3
iPSC survival up,-2.3,5.3,-0.2,-0.9,-0.5,-0.2
CaV13 ICDI inh,-5,-3,-1,-4,-5,-6
Shn3 inh set2,9,10,-5,6,-12,19
NR2E3 ag-2,18,-14,-7,-11,-43,-13
Peg3 prom inh,6,7,20,-1,-83,9
HTR2A ag,-4,-4,2,-5,-6,4
HIF-2a block,7,5,22,13,-85,12
MITF TRPM1 inh,nt,11,3,6,nt,-5
H9c2 protect,3,3,3,8,27,18
